SENP1 inh – SENP1 (human) catalytic domain inhibition. Q9P0U3. AID 624204. hit rate 0.21% among 360,000. recombinant SENP1 catalytic domain, CyPet-SUMO1-YPet FRET cleavage. inhibition, % at 10 µM;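 active = inhibition at least 30% at 10 µM, raw YFP signal under a set limit, fluorescence ratio 0.5 to 1.5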;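 also: 0% = enzyme with DMSO and 100% = no enzyme wells; some results filed as inactive read as strong as hits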
Target sequence (Q9P0U3 419-644 limits assumed): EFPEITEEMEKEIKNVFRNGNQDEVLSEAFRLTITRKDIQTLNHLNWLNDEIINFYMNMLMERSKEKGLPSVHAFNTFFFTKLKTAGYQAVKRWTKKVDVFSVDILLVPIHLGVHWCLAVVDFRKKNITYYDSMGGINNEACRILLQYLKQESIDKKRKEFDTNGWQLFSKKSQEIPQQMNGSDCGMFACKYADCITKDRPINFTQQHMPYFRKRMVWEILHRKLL
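system = hSENP1 catalytic domain, recombinant | reagent = SFCypet-SUMO1-SFYpet substrate at 25 nM | doses = one dose per compound, 10 µM, 0.5% DMSO | incubation = enzyme reaction for 50 min at room temperature, dark | measured by = FRET, CFP and YFP emission | controls = no-enzyme low, enzyme-DMSO high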
PfG6PD inh – PfG6PD (Plasmodium falciparum) enzyme inhibition | PfGluPho enzyme, NADPH resazurin-diaphorase fluorescence | inhibition, % at 20 µM | hit rate 0.78% among 350,000 | AID 504690;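 active = inhibition reaching at least a set limit at 20 µM in the primary screen, cut at about 59% in these data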;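 also: 0% = DMSO wells with substrate and 100% = DMSO wells lacking glucose-6-phosphate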
MPTP block – permeability transition pore inhibition | isolated mouse mitochondria, Ca2+ swelling absorbance, 30 min | inhibition, % at 10 µM | hit rate 1.4% among 360,000;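 active = inhibition of 50% or more, scaled per plate between neutral and stimulator controls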;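 also: 0% = DMSO wells given calcium and 100% = 1 mM EGTA wells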
SENP8 inh – blocks human SENP8 cleavage of Nedd8 substrate; Q96LD8; inhibition, % at 20 µM; hit rate 0.64% among 360,000; recombinant SENP8, Nedd8 substrate fluorescence; in the data active = inhibition mostly above about 40%, no sharp cut-off; inactive = mostly below about 27%
Target sequence (Q96LD8 whole entry, looked up): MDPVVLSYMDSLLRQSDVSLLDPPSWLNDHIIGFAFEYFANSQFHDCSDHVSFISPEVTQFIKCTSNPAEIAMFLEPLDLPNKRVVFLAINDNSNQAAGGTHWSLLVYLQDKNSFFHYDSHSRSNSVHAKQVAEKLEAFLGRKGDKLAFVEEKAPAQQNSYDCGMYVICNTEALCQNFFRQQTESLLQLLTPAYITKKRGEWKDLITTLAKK
SENP6 block – SENP6 protease inhibition; Q9GZR1; Recombinant SENP6 catalytic domain, aminoluciferin luminescence; inhibition, % at 10 µM; hit rate 1.8% among 330,000;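 active = inhibition above about 50% at the single tested dose, limit read from the data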;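 also: plate controls were DMSO wells with enzyme for no effect and DMSO wells lacking enzyme for full effect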
Target sequence (Q9GZR1 628-1112 limits assumed): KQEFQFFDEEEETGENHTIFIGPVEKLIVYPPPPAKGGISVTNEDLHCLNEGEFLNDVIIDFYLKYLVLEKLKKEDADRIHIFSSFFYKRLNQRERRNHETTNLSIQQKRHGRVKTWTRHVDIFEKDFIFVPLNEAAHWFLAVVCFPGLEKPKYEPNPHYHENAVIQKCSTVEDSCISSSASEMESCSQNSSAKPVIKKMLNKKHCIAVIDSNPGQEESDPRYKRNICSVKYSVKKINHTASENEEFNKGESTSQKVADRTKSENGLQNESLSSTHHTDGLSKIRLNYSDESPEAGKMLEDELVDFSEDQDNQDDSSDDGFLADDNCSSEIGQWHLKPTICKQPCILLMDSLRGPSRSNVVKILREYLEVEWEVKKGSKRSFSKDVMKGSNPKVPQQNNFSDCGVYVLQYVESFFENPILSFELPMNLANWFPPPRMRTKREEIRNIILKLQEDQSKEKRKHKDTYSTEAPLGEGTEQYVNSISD
GRIN3A LBD mod – modulates the human NR3A ligand-binding domain; NR3A LBD differential scanning fluorimetry, Tm shift; 0% = protein alone, 100% = glycine-bound protein; Tm shift relative to glycine control, % at 25 µM; hit rate 2.5% among 340,000; AID 1259313;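 active = melting temperature shift of at least 10% of the positive control shift, at one fixed dose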
ATG4B inhibitor – blocks human ATG4B protease cleavage of LC3 substrate | ATG4B cleavage of LC3-PLA2, NBD-HPC fluorescence, 1 h | AID 504462 | hit rate 0.51% among 340,000 | inhibition, % at 8.33 µM | Q9Y4P1; in the data active = inhibition above about 40%
hIAP activ – increases human intestinal alkaline phosphatase activity; P09923; purified human IAP, CDP-Star luminescence, 30 min; active compounds read high; 1 = vehicle-only enzyme, 0 = enzyme-free background; activation factor at 10 µM; hit rate 0.16% among 330,000; AID 2524;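 active = activation factor of the enzyme at least 2-fold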; also: the source names both 10 and 20 µM as test concentration; values of inactives mirror those of a sister screen read the other way
An asterisk follows results filed as active; i = inactive; nt = no result given. This is a random part of the collection. About 6.7% of those tested had a hit in this group.

nr | compound | SENP1 inh | PfG6PD inh | MPTP block | SENP8 inh | SENP6 block | GRIN3A LBD mod | ATG4B inhibitor | hIAP activ
1 | CCOC(=O)CC(NC(=O)Cn1nnc(-c2ccccc2F)n1)c1ccccc1Cl (stereo not given) | -2 | -16 | 3.2 | 23 | -16 | 0 | -3 | 0.85
2 | O=C(O)CN1C(=O)/C(=C\c2cc(Br)ccc2OCc2ccc(F)cc2)SC1=S | 3 | -50 | 3.5 | 18 | 14 | 29* | 22 | 0.89
3 | Cc1ccc(NS(=O)(=O)c2cc(OCC(N)=O)c(C)cc2Cl)cc1C | 2 | 1 | -6.9 | 6 | 3 | 0 | -6 | 1
4 | Cc1ccc(-n2nc(C)c3c2C(Br)C(C)(C)CC3=O)nc1 (stereo not given) | 1 | 21 | 0.4 | 10 | nt | 0 | 4 | nt
5 | O=C(Cn1cc(C(F)(F)F)ccc1=O)N/N=C/c1cccc(Cl)c1Cl | -1 | 2 | 1.3 | 10 | -28 | 0 | -12 | 1.1
6 | COC(=O)c1cc(-c2ccc(Cl)cc2)n[nH]1 | 0 | 10 | 4.1 | 13 | 13 | -4 | -10 | 1
7 | CNS(=O)(=O)c1ccc(CNC[C@H]2O[C@@H](n3ccc(N)nc3=O)[C@H](O)[C@@H]2O)cc1 | -2 | 5 | -1.4 | 0 | nt | nt | nt | nt
8 | C=CCn1c(CNc2ccc(C)cc2)nnc1SCC(=O)N/N=C/c1ccc(O)cc1O | -8 | -22 | 0.9 | 20 | -1 | -11 | -9 | 1.1
9 | COCCNc1nc(N)c([N+](=O)[O-])c(NCc2ccccc2)n1 | 2 | 4 | 0.5 | 10 | -32 | -1 | 15 | 0.94
10 | Cc1ccc2cc(CCNS(=O)(=O)c3ccc(F)cc3)c(=O)[nH]c2c1C | 2 | -15 | 3.2 | -54 | -2 | -5 | -6 | 0.92
11 | Cc1ccc(NC(=O)CCC(=O)NNC(=O)COc2ccccc2)cc1C | 2 | 4 | 0.1 | 12 | -13 | 1 | -9 | 1.8
12 | C=CCn1c(SCc2nc3sc(C(=O)O)c(C)c3c(=O)[nH]2)nnc1-c1ccc(F)cc1 | 7 | 2 | 1.6 | 1 | -4 | 0 | -3 | 0.89
13 | Cc1cccn2cc(-c3ccc(S(=O)(=O)N4CCOCC4)cc3)nc12 | 2 | 3 | 2.0 | -311 | 2 | -8 | -7 | 1.1
14 | CCCCCC(=O)Nc1ccc(C(=O)COC(=O)CN2C(=O)NC3(CCCC3)C2=O)cc1 | 3 | 2 | 2.7 | 0 | -15 | 1 | -3 | 0.96
15 | COc1ccc(CC(NC(C)=O)C(=O)N2CCN(C(=O)N(C(C)C)C(C)C)CC2)cc1 (stereo not given) | 1 | -2 | 0.2 | 9 | 2 | 0 | -5 | 0.79
16 | FC(F)C(F)(F)C1=CC(c2cccs2)=NCCN1 | -13 | -12 | 0.9 | 9 | 2 | 1 | 2 | 0.96
17 | CCOC(=O)CSc1ncnc2c(C(=O)OCC)c3n(c12)CCC3 | -3 | -7 | 1.5 | 9 | 0 | -2 | -3 | 0.93
18 | Cn1c(CCCOc2ccc(Cl)cc2Cl)n[nH]c1=S | 2 | 19 | 1.4 | 1 | -11 | 1 | -1 | 0.95
19 | COC(=O)c1cc(NS(=O)(=O)c2ccc(N3CCC(C)CC3)c([N+](=O)[O-])c2)cc(C(=O)OC)c1 | 0 | -32 | 9.8 | 18 | -17 | 18* | 8 | 1
20 | Cc1cc2cc(CNC(=O)Nc3ccccc3)ccc2[nH]1 | -11 | 10 | 0.7 | 3 | 18 | -1 | -8 | 0.86
21 | Cc1ccc2nc(C(=O)N3CCc4c([nH]c5ccccc45)C3c3ccccn3)cn2c1 (stereo not given) | -4 | 17 | 0.2 | 5 | -1 | -1 | -16 | 1.1
22 | CCCCn1c(N)c(N(CCOC)C(=O)CN(C)S(=O)(=O)c2ccc(F)cc2)c(=O)[nH]c1=O | -6 | 5 | -0.4 | 7 | -13 | 2 | -5 | 1.1
23 | COc1ccccc1N(CC(=O)NCCSc1ccccc1)S(=O)(=O)c1ccccc1 | 1 | 10 | 0.6 | 7 | 15 | 2 | -3 | 0.97
24 | CC1=NN(c2ccccc2)C(=O)C1/C=C1/NC(=S)NC1=O (stereo not given) | -82 | 8 | -1.0 | 27 | -6 | 4 | 8 | 1.2
25 | Cc1ccc(C(=O)Oc2ccccc2N2C(=O)C3CCC(C)CC3C2=O)cc1 (stereo not given) | 5 | 6 | 3.9 | 20 | 6 | -1 | -5 | 0.88
26 | CCC(=O)OCC(=O)N=c1sccn1Cc1ccc(C)cc1 | 1 | 8 | 0.9 | 10 | 0 | -5 | -6 | 0.91
27 | CCOC(=O)/C=C1\Nc2ccccc2SC1=O | 0 | 7 | -1.1 | 4 | -16 | 1 | -18 | 0.91
28 | COC(=O)c1cc(C(=O)OCC(=O)N(C)C2CCS(=O)(=O)C2)cc([N+](=O)[O-])c1 (stereo not given) | 0 | 1 | 1.5 | 8 | 16 | -2 | -5 | 1.1
29 | COC(=O)CC1C(C(=O)OC)ON2OC(C(=O)OC)C(C(=O)OC)C12 (stereo not given) | -1 | 10 | 0.9 | 11 | 1 | 1 | -12 | 0.87
30 | CCc1cc2c(SCC(=O)N3CC(=O)Nc4ccccc43)ncnc2s1 | -17 | 22 | 2.3 | -5 | -18 | -4 | -25 | 1.1
31 | CCOC(=O)c1cc(C(C)(C)C)oc1CNC(=O)c1c(C)oc2c1CCCC2 | -5 | 3 | -0.2 | 16 | -7 | 3 | 15 | 0.94
32 | CCOC(=O)CSc1nnc(-c2ccc(NS(=O)(=O)c3ccc(C)cc3)cc2)o1 | 1 | -29 | 7.4 | 0 | -7 | -9 | -5 | 0.94
33 | Clc1ccc(CSc2nnc(/C=C/c3ccccc3)o2)cc1 | 0 | 13 | 2.8 | -32 | -23 | 0 | 1 | 0.87
34 | CSc1ccccc1NC(=O)Cc1ccccc1[N+](=O)[O-] | -1 | -13 | -0.3 | 2 | -8 | 0 | -1 | 1.1
35 | CCc1sc2nc(SCC(=O)Nc3cc(C)on3)n(-c3cccc(OC)c3)c(=O)c2c1C | 1 | 1 | 0.2 | -139 | -3 | -2 | 2 | 0.98
36 | COc1ccccc1-n1nnnc1SCC(=O)NC(=O)Cc1ccccc1 | -1 | -8 | -0.4 | -1 | -12 | 1 | -6 | 0.96
37 | O=C(c1ccc(NS(=O)(=O)c2ccc(F)cc2)cc1)N1CCCCC1 | 0 | -3 | 0.2 | 4 | -12 | 1 | 3 | 0.96
38 | COc1ccc(CCN2CC(C(=O)NC3CCCCC3)CC2=O)cc1OC (stereo not given) | 0 | 3 | 0.3 | 7 | -18 | -6 | -3 | 1
39 | CN(Cc1ccc(OC(F)F)cc1)C(=O)c1cccc(S(=O)(=O)N2CCN(c3ccccc3)CC2)c1 | 1 | 6 | 20 | 8 | nt | 0 | -12 | nt
40 | CC(C)CNc1oc(-c2ccccc2Cl)nc1C#N | 1 | -10 | 4.5 | -404 | 4 | 0 | 9 | 0.84
41 | O=[N+]([O-])c1c(NCCCO)cc(N2CCN(Cc3ccc4c(c3)OCO4)CC2)c2nonc12 | -60 | 13 | 3.3 | 18 | -6 | -10 | -25 | 0.88
42 | COc1ccccc1CNS(=O)(=O)c1ccc(C)cc1 | -2 | 4 | -0.8 | -4 | 1 | 1 | 0 | 0.91
43 | CCOC(=O)c1c(C)[nH]c(C)c1C(=O)CSc1nc2ccccc2c(=O)n1-c1ccc(CC)cc1 | -1 | 25 | 5.8 | 17 | -1 | 2 | 52* | 1.1
44 | O=C(O)c1ccccc1-c1ccccc1C(=O)NCc1ccccc1Cl | 0 | -12 | 0.4 | 5 | -16 | 2 | 5 | 0.76
45 | Cn1c(SCC(=O)Nc2ccccc2F)nnc1-c1cccs1 | 1 | -10 | 0.3 | 4 | -6 | -2 | 9 | 0.92
46 | Cc1c(NS(=O)(=O)c2cccc(C(=O)OCC(=O)c3ccc(Cl)cc3)c2)c(=O)n(-c2ccccc2)n1C | 1 | -18 | 2.2 | 9 | nt | 1 | -18 | nt
47 | COc1cccc(NC(=O)N(C)C[C@H]2Oc3ncc(Br)cc3C(=O)N([C@H](C)CO)C[C@H]2C)c1 | 0 | 2 | -3.0 | -29 | nt | nt | nt | nt
48 | COc1ccccc1OCCNC(=O)c1ccc(NC(=O)CC2SC(N3CCCC3)=NC2=O)cc1 (stereo not given) | 0 | 0 | -0.8 | 7 | nt | 1 | -16 | nt
49 | Cc1cc(C)nc(Nc2ccc(F)cc2)n1 | 0 | -11 | 0.2 | 13 | -13 | 0 | -2 | 0.89
50 | S=c1nc[nH]c2c1[nH]c1ccccc12 | -1 | 31 | -2.8 | -68 | -10 | 5 | 19 | 0.9
51 | O=C(NNC1CC(c2ccccc2)=NN1C(=O)c1ccccc1)c1ccccc1 (stereo not given) | 1 | -10 | 0.0 | 6 | -15 | 0 | 1 | 1
52 | CCOc1ccc(OCCOC(=O)CN2C(=O)NC3(CCCC3)C2=O)cc1 | 1 | 8 | -0.5 | 11 | -6 | 1 | -6 | 0.85
53 | CCn1ccnc1CN1CCc2c([nH]c3ccccc23)C1C(C)(C)C (stereo not given) | -15 | 16 | -1.6 | -4 | -33 | 0 | 3 | 1.1
54 | Cc1ccc2[nH]cc(C(=O)CN3CCN(C)CC3)c2c1 | -2 | 7 | 1.7 | 18 | 0 | 0 | 10 | 0.87
55 | COc1ccc(C(C#N)N2N=C(c3ccccc3)CC2c2ccccc2)cc1OC (stereo not given) | -40 | 3 | 2.7 | -8 | 28 | -14 | -8 | 1
56 | Cc1ccc(NC(=O)CCc2nnc3ccc(N4CCC5(CC4)OCCO5)nn23)cc1F | 2 | -5 | 0.2 | -23 | -17 | -3 | 1 | 1.2
57 | COC(=O)c1ccc(NC(=S)NC(=O)c2c(-c3ccccc3)noc2C)cc1 | -3 | -16 | -0.6 | 12 | -29 | 3 | -9 | 1.1
58 | C[C@H](CO)N1C[C@H](C)[C@@H](CN(C)C(=O)c2cc(-c3ccccc3)on2)OCc2cn(nn2)CCCC1=O | -1 | 6 | 0.2 | 4 | nt | nt | nt | nt
59 | Cc1ccc(Cl)cc1N1CCN(S(=O)(=O)c2cccc(S(=O)(=O)N3CCCC3)c2)CC1 | 1 | 15 | 2.9 | 24 | 1 | -4 | -1 | 0.91
60 | CCN1C(=O)C(CC(=O)NCCc2ccccc2)N(NC(=O)c2ccc(Br)cc2)C1=S (stereo not given) | 3 | -1 | 2.5 | 9 | nt | nt | nt | nt

By substructure, the entries above containing a cyano group
nr | compound | SENP1 inh | PfG6PD inh | MPTP block | SENP8 inh | SENP6 block | GRIN3A LBD mod | ATG4B inhibitor | hIAP activ
40 | CC(C)CNc1oc(-c2ccccc2Cl)nc1C#N | 1 | -10 | 4.5 | -404 | 4 | 0 | 9 | 0.84
55 | COc1ccc(C(C#N)N2N=C(c3ccccc3)CC2c2ccccc2)cc1OC (stereo not given) | -40 | 3 | 2.7 | -8 | 28 | -14 | -8 | 1

Carrying on:
nr | compound | SENP1 inh | PfG6PD inh | MPTP block | SENP8 inh | SENP6 block | GRIN3A LBD mod | ATG4B inhibitor | hIAP activ
61 | O=C(Nc1ccccn1)c1ccc(Cl)c([N+](=O)[O-])c1 | 0 | -12 | -1.1 | 9 | -7 | -1 | 2 | 1
62 | Cc1cc(NCc2ccc3c(c2)OCO3)n2nc(C)nc2n1 | -1 | -13 | -1.9 | 10 | -10 | 0 | 2 | 0.81
63 | COc1cc(NC(=O)c2ccc(CNc3c(N4CCCC4)c(=O)c3=O)cc2)cc(OC)c1OC | 1 | 16 | 0.7 | 23 | -20 | 1 | 1 | 1.1
64 | CC(=O)Nc1cc2c3ccccc3ccc2c2ccccc12 | -14 | 1 | 1.1 | i | nt | 0 | -3 | nt
65 | O=C(NCCCN1CCOCC1)c1cc(-c2ccco2)nc2ccccc12 | -5 | 13 | 2.4 | -495 | 17 | 0 | -3 | 0.96
